Compound activity: PubChem BioAssay, Broad Institute
C2C12 statin = suppressors of simvastatin-induced myotoxicity in C2C12 myotubes | ATP luminescence, 48 h; scaled: DMSO 0, geranylgeraniol control 100 | rescue of ATP level, % at 7.49 µM | hit rate 0.78% among 330,000 | AID 602340;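 active = mean ATP rescue above about 67%, or every replicate alone reaching that limit, limit read from the data, passing the limit was not always enough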;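 note: myotubes were challenged with 10 µM simvastatin during compound exposure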
SIRT5 block = sirtuin-5 (human) deacylase inhibition. inhibition, % at 15 µM. Purified SirT5, succinyl-peptide AMC, trypsin-coupled fluorescence. hit rate 1.1% among 330,000; in the data active = inhibition above about 15%
Target sequence (Q9NXA8 whole entry, looked up): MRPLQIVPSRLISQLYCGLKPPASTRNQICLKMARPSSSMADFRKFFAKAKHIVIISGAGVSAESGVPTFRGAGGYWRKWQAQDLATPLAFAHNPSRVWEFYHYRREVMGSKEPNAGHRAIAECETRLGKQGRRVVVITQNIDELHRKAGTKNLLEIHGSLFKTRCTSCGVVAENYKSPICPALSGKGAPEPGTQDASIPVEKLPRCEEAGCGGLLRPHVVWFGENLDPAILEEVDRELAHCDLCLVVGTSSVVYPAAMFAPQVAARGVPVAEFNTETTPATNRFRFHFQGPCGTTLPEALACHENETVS
S100A4 inh HTS = inhibitors of human S100A4 binding to myosin IIA peptide; P26447; S100A4/TAMRA-MyoIIA peptide fluorescence polarization; inhibition, % at 10.7 µM; hit rate 0.14% among 360,000;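 active = mean inhibition of at least 70% across replicates, with every replicate also reaching that level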
Target sequence (P26447 whole entry, looked up): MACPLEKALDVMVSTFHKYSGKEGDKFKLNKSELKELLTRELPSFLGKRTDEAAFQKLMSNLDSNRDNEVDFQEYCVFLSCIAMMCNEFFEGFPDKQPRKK
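Test system: S100A4 monomer protein. Medium: HEPES buffer with Ca2+, pH 7.2. Reagent: fluorescent myosin IIA peptide, 5 nM. Compound dosing: single-point compound testing. Timing: 5 min between mix addition and reading. Benchmarks: DMSO neutral and TFP positive wells.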
ERAP1 inh = inhibitors of human ERAP1 aminopeptidase | AID 652197 | inhibition, % at 10.7 µM | recombinant ERAP1, Leu-AMC fluorescence, 60 min | hit rate 0.15% among 340,000;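 active = mean replicate inhibition of at least 30%, or all replicates individually reaching that 30% level; inactive = mean below 30% and not every replicate reaching it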;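 note: 0% = neutral control wells and 100% = L-leucinethiol positive control wells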
LGR2 antag = blocks bursicon-induced cAMP signaling via Drosophila LGR2 | HEK293 LGR2, CRE-luciferase, bursicon-stimulated, 4 h | inhibition, % at 9.99 µM | hit rate 0.35% among 380,000;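 active = drop in luminescence signal, shown as inhibition above about 50% in the replicate tests, limit read from the data, passing the limit was not always enough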;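 note: agonist challenge used bursicon conditioned medium at about half maximal strength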
Cneo AK release = Cryptococcus neoformans lysis via adenylate kinase release; C. neoformans lysis, adenylate kinase release luminescence, 4 h; normalised: neutral wells 0, clomiphene wells 100; hit rate 0.2% among 360,000; AID 651654; lysis activity, % at 15 µM;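 active = mean lysis activity across replicates of at least 80%, whatever share of replicates individually reach that level; inactive = mean lysis activity below 80%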
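Assay system: log-phase C. neoformans yeast / Quantity: yeast cell density of 5 × 10^6 cells/mL / Medium: fresh YPD growth medium / Compound: single dose / Timing: static 4 h at 37 °C with compound, 1 h detection / Measured by: adenylate kinase release luminescence / Read-out: lysis from increased AK signal / Benchmarks: Clomiphene as positive lysis control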
XiGFP reactiv = X-chromosome reactivation activator | activation, % at 7.58 µM | AID 743238 | XiGFP mouse fibroblasts, % GFP-positive cells imaging, 3 d; cells co-treated with 5-aza-dC sensitizer; scaled so ellipticine positive control = 100% | hit rate 0.055% among 360,000;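 active = mean normalized replicate activation at least 10% and every replicate at or above 10%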;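 note: 0% = median of on-plate neutral control wells and 100% = ellipticine 6 µM median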
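Assay system: SV40-immortalized XiGFP fibroblast cells, line 68-5-11; buffer or medium: DMEM plus 5-aza-dC sensitizer; compound: one concentration, pinned; timing: compounds 3 days, fix/stain 15 min at room temperature; benchmarks: positive control ellipticine, 6 µM final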
PGC1a acetyl inh = PGC1a acetylation modulation, inhibitor mode; inhibition, % at 15.6 µM; hit rate 0.17% among 350,000; AID 651687; U2OS PGC1a acetylation, AlphaScreen anti-acetyl-lysine; with virally co-expressed GCN5 acetyltransferase;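 active = every replicate shows inhibition of at least 40%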;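 note: 0% = neutral control wells and 100% = positive control wells; some results beyond the cut were filed as inactive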
Numbers without * were called inactive; . = no result given; & = joins results of further samples.

compound,C2C12 statin,SIRT5 block,S100A4 inh HTS,ERAP1 inh,LGR2 antag,Cneo AK release,XiGFP reactiv,PGC1a acetyl inh
CNC[C@@H]1Oc2c(NC(=O)c3ccc(-c4nccs4)cc3)cccc2C(=O)N([C@H](C)CO)C[C@H]1C,31,1,0,-2,18,1,-0.3,-6
O=C(Nc1cc(S(=O)(=O)Nc2ccccc2F)ccc1Cl)c1ccc(F)cc1F,-6,0,3,0,14,.,0.1,7
O=C(CCSc1nnc(-c2ccco2)o1)N1CCOCC1,0,-1,28,-3,4,0,1.4,.
CCC(=O)Nc1ccc2c(c1)C(=O)N(C)[C@H]1CC[C@H](CC(=O)NCC3CCCCC3)O[C@@H]1CO2,14,0,-1,-1,-3,-2,0.8,-13
CN1CCN(C(=O)C[C@@H]2CC[C@H]3[C@@H](COC[C@H](O)CN3CC3CCCC3)O2)CC1,.,-2,-1,-2,11,.,0.0,-6
O=C(CC1CC1)N1CC(=O)N2[C@H](CO)[C@@H](c3ccc(C#Cc4ccc(F)cc4)cc3)[C@H]2C1,.,-2,-10,0,2,.,0.4,-4
OC1CCN(Cc2ccc3ccccc3c2)CC1,2,-2,1,0,2,-1,0.2,-5
Cc1ccc(N2CCN(C(=O)c3ccccc3NC(=O)C3CCCCC3C(=O)O)CC2)cc1 (configuration not stated),.,3,-1,-7,-8,-4,0.3,4
O=C(c1ccc(S(=O)(=O)NCC2CCCO2)cc1)N1CCN(c2ccccc2)CC1 (configuration not stated),.,0,-4,-3,.,.,0.1,.
CC(=O)Nc1ccc(S(=O)(=O)Nc2ccc3ccccc3n2)cc1,-5,-6,-4,-2,-4,0,0.0,.
CCC(C)(C)c1nnc(NC(=O)CCC2CCCCC2)s1,.,-2,-3,2,-3,0,-0.1,-7
CCCCN(Cc1cc2cc(C)ccc2[nH]c1=O)C(=O)c1ccccn1,6,-3,-4,1,3,.,0.0,.
Cc1cccc(NC(=O)CN2CCC(NC(=O)C3CCCCC3)CC2)c1C,.,-3,0,-6,36,.,0.4,.
CN(CC(=O)Nc1ccccc1Cl)CC(=O)Nc1c(F)cccc1F,.,-3,4,-3,44,.,0.0,0
COCC(=O)Nc1ccc2c(c1)C(=O)N(C)[C@@H]1CC[C@@H](CC(=O)NCC3CCCCC3)O[C@H]1CO2,-26,7,20,-5,1,-2,0.1,5
O=C(C[C@@H]1C[C@@H]2c3cc(NC(=O)NC4CCCC4)ccc3O[C@@H]2[C@@H](CO)O1)NCc1ccccn1,.,1,0,-2,-12,.,0.1,0
CCCCN(CCCNC(=S)NCCCc1cnc[nH]1)c1ccc(Br)cn1,2,-4,-10,-7,18,4,0.2,.
O=C(c1cccc(F)c1)N1CC(=O)N2[C@H](CO)[C@@H](c3ccc(/C=C/c4ccccc4)cc3)[C@H]2C1,.,7,0,-3,7,.,0.1,-23
COc1cc(Br)cc(/C=C/c2ccc3cccc(O)c3n2)c1O,26,-1,3,0,-34,-1,0.0,6
CCc1ccc(NC(=O)C2=CC(c3ccc(OC)c(OC)c3)=NS(=O)(=O)N2C)cc1,16,-3,-1,0,28,2,0.1,-2
CCOC(=O)N1CCC(N2CC34C=CC(O3)C(C(=O)Nc3ccc(C)cc3)C4C2=O)CC1 (configuration not stated),3,-4,1,-3,-8,-1,0.2,-4
CCN(C(=O)COC(=O)Cc1c[nH]c2ccccc12)C1CCS(=O)(=O)C1 (configuration not stated),-1,-3,-3,1,2,-3,0.1,.
Cc1csc(NC(=O)c2ccc[nH]c2=O)n1,-4,.,2,3,-15,-2,-0.1,.
C[C@@H]1CCCCO[C@@H](CN(C)C(=O)Nc2ccc3c(c2)OCO3)[C@H](C)CN([C@@H](C)CO)C(=O)c2cc(NS(=O)(=O)c3cccs3)ccc2O1,2,1,9,0,19,-1,0.0,-5
O=C(NCCc1cccs1)c1cccs1,5,5,25,0,-22,4,0.9,.

Ordered by heavy-atom count (highest first): part of the list above.
compound,C2C12 statin,SIRT5 block,S100A4 inh HTS,ERAP1 inh,LGR2 antag,Cneo AK release,XiGFP reactiv,PGC1a acetyl inh
CC(=O)Nc1ccc(S(=O)(=O)Nc2ccc3ccccc3n2)cc1,-5,-6,-4,-2,-4,0,0.0,.
O=C(CCSc1nnc(-c2ccco2)o1)N1CCOCC1,0,-1,28,-3,4,0,1.4,.
OC1CCN(Cc2ccc3ccccc3c2)CC1,2,-2,1,0,2,-1,0.2,-5

(next part)
compound,C2C12 statin,SIRT5 block,S100A4 inh HTS,ERAP1 inh,LGR2 antag,Cneo AK release,XiGFP reactiv,PGC1a acetyl inh
C[C@@H]1CN([C@H](C)CO)C(=O)c2cccc(NC(=O)NC3CCCCC3)c2O[C@H]1CN(C)Cc1ccc(Oc2ccccc2)cc1,.,-5,9,1,7,-2,-0.8,17
C=CCNc1nc(C(=O)OCC(=O)Nc2ccc(S(N)(=O)=O)cc2)cs1,1,-4,-3,0,-7,-1,1.2,-1
COc1cccc(NC(=O)N(C)C[C@H]2Oc3cc(-c4ccccc4OC)ccc3S(=O)(=O)N([C@@H](C)CO)C[C@H]2C)c1,-10,-2,-12,4,22,-1,-0.2,-10
O=C(Nc1ccccc1)c1cccc(N2C(=O)CCC2=O)c1,97*,.,.,.,-14,4,.,-3
CCc1cc(C(=O)N=Nc2c(O)[nH]c3ccc([N+](=O)[O-])cc23)c2ccccc2n1,.,-1,0,-1,19,.,-0.1,.
CCOc1ccc(S(=O)(=O)/N=C(\N)c2ccccc2)cc1,.,-7,0,.,8,.,0.0,4
CCC(=O)Nc1ccc2c(c1)OC[C@@H](C)N(Cc1cccnc1)C[C@H](C)[C@H](OC)CN(C)C2=O,-8,-3,-2,-4,13,-1,0.3,-33
CNc1snc(C)c1C(=O)OCC(=O)c1ccc(OC)c(F)c1,-41,-2,0,0,.,-1,0.0,-1
COc1ccc(N(CC(=O)NCCSc2ccccc2)S(=O)(=O)c2ccccc2)c(OC)c1,-1,1,-1,-5,19,-2,0.2,13
CC(=O)N1C[C@H]2[C@@H](c3ccccc31)[C@@H](CO)N2C(=O)Nc1ccc(F)cc1,16,2,12,2,6,0,0.2,-3
Cc1cccc(CC(=O)N2CCCC2)c1,2,-1,-6,0,-5,2,0.0,-2
COc1cccc(-n2cc(CNCc3cn(C)nc3-c3ccccc3F)cn2)c1,-10,-8,-26,-2,-13,2,0.0,4
O=C(N[C@H](C(=O)N1CCC[C@H]1C(=O)NC1CCCC1)c1ccccc1)C1CC1,.,5,-1,3,-10,.,0.2,.
COc1ccc(Cl)cc1NC(=O)CN(C)C(=O)Cc1ccc(-c2ccccc2)cc1,9,-2,-6,1,8,0,-0.6,13
COCc1cccc(C(=O)NC(c2ccccc2)c2ccccc2)c1,10,-4,2,-3,17,-1,0.3,-9
O=C1/C(=C/c2ccccc2)NC(=S)N1C(c1ccccc1)c1ccccc1,7,-1,0,1,12,2,.,.
COc1cc(/C=N/NC(=O)c2cccc(S(=O)(=O)N3CCCCC3)c2)cc(Br)c1O,.,-1,-2,3,-23,.,0.1,.
C/C(Cl)=C\Cn1c(Nc2cccc(C)c2)nc2c1c(=O)n(C)c(=O)n2C,.,0,-9,13,-10,.,.,.
Nc1ccc(N(CCO)CCO)cc1,.,-1,29,-3,-15,.,0.4,.
CCc1ccc(NC(=O)Cn2nnc(C(=O)NCc3ccc4c(c3)OCO4)c2N)cc1,-3,-3,1,-1,2,1,0.0,-15
O=C(Nc1ccc(F)cc1F)c1csc(-c2cccs2)n1,.,7,-7,-4,-76,.,0.1,5
CC(C)CCn1c(SCC(=O)NC2CC2)nc2cc(Cl)ccc2c1=O,25,-3,-9,3,-8,4,0.0,3
C[C@@H]1CN([C@@H](C)CO)C(=O)c2cc(NC(=O)Nc3cccc4ccccc34)ccc2O[C@H]1CN(C)Cc1ccc(Oc2ccccc2)cc1,.,5,0,-3,-10,0,0.3,6
CCCCNc1c(-c2ccc(SC3CCCCC3)cc2)nc2cnccn12,-14,.,-19&-24,-8,-32&-20,0,0.0&0.1,.
COc1ccccc1CNC(=O)C[C@@H]1CC[C@H]2[C@@H](COC[C@H](O)CN2C(=O)Nc2ccc(C(F)(F)F)cc2)O1,-16,0,2,3,-7,49,-0.1,29
CCCS(=O)(=O)NCCc1cc2cc(C)c(C)cc2[nH]c1=O,0,.,.,.,-1,0,.,4
O=C1CC(c2cccnc2)c2cc3c(cc2N1)OCCO3 (configuration not stated),9,-1,1,2,17,-1,-0.1,-4
C[C@@H]1CN([C@@H](C)CO)S(=O)(=O)c2ccc(-c3cccnc3)cc2O[C@@H]1CN(C)Cc1ccncc1,-15,-5,12,1,-5,-2,-0.3,4
O=C(NCCSc1ccccc1)c1ccccc1Cl,.,.,-6,2,-71,.,0.1,.
CCN(CC)C(=O)c1ccc(Nc2nnc(-c3ccc(O)cc3)c3ccccc23)cc1,-18,-5,-5,4,16,-1,0.4,-11
CC(=O)N[C@@H]1[C@@H](O)[C@@H]2OC(c3ccccc3)OC[C@H]2O[C@@H]1N=[N+]=[N-] (some centres not stated),4,5,6,-1,-7,-1,0.0,2
CCOC(=O)CC1COCCN1C(=O)c1cc(COc2ccc(F)cc2Cl)on1 (configuration not stated),3,0,3,-2,-7,0,0.1,.
COc1cc2cc(CCCOC(=O)CCC(=O)O)oc(=O)c2cc1OC,0,.,-4,.,0,1,-0.1,7
Cc1ccc(S(=O)(=O)N2CCCCC2)cc1NC(=O)C1CCN(C(=O)OC(C)(C)C)CC1,2,9,-39,11,1,-4,0.2,-14
Cc1cc(Cl)nc(Cl)c1C(=O)NCCc1ccccc1,-4,1,0,1,10,4,0.4,5
COC(=O)c1ccccc1NC(=O)C1CCC(=O)N1S(=O)(=O)c1ccc(C)cc1 (configuration not stated),.,1,-4,4,10,.,.,.

Some of the compounds tested; count on the stated rates, not on these rows.
